HDAC3 inhib – inhibitors of human histone deacetylase 3; 320,000 compounds, 0.15% hits; recombinant HDAC3, fluorogenic peptide/trypsin coupled, fluorescence; O15379; inhibition, % at 8.3 µM; AID 2718; in the data active = inhibition above about 26%, passing the limit was not always enough; inconclusive = no clear call, values can overlap the other calls
Target sequence (O15379 whole entry, looked up): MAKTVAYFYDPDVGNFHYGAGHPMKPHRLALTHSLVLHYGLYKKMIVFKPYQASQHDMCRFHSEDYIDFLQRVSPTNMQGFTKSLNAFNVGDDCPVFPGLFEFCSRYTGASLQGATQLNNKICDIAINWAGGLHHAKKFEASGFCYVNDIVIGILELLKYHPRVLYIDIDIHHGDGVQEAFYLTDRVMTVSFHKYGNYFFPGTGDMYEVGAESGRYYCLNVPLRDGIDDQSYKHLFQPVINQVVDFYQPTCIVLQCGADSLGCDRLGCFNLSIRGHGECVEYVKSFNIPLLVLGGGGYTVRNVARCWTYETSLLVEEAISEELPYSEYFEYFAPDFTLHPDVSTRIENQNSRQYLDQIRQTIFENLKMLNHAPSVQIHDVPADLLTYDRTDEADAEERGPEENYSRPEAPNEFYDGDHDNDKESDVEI
HSF-1 act – increases HSF-1 driven luciferase reporter signal; 300,000 compounds, 1.7% hits; activation, % at 9 µM; NIH3T3-HGL HSF-1 luciferase reporter, MG132, 8 h; 100% = twice DMSO control signal;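 active = mean replicate activation of at least 50% with a set share of replicates each reaching 50%; inconclusive = only one of those two conditions met; inactive = mean below 50% and too few replicates reaching it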;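 note: 0% = median of the neutral control wells and 100% = twice that signal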
IEC-6 cytotox – counter-screen for KLF5 inhibitors: cytotoxicity in IEC-6 cells; IEC-6 cytotoxicity, luminescence viability; inhibition, % at 5 µM; 290,000 compounds, 0.78% hits; in the data active = inhibition above about 22%;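 note: 0% = plate median of test compound wells and 100% = cytotoxic reference compound wells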
HSP90 inh – HSP90 refolding inhibition in rabbit reticulocyte lysate; luciferase refolding luminescence, 3 h; inhibition, % at 5.6 µM; 290,000 compounds, 0.91% hits; AID 1789;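 active = inhibition above the screen-wide mean plus 3 SD, computed separately per campaign, cut at about 16% in these data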;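 note: 0% = DMSO wells and 100% = 60 µM geldanamycin wells; inhibitors lower the luminescence because luciferase stays unfolded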
HSF1 inh – HSF1 inhibition. NIH3T3-HGL HSE-luciferase, MG132-induced, luminescence 8 h; active compounds read low. activity change, negative = inhibition, % at 7.5 µM (by protocol). 300,000 compounds, 0.77% hits;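 active = more than half of replicate wells show activity change below -50%, luminescence cut by over half; inconclusive = some wells, but at most half, below -50%; inactive = no replicate well below -50%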;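 note: luciferase reports HSF-1 transcriptional activity via heat shock element; 0% = median of DMSO wells and -100% = zero luminescence signal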
Platelet DG rel – modulates dense granule release in human platelets; inhibition, %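 (compounds screened at 7.5 µM in platelet-rich plasma)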; AID 1663; 300,000 compounds, 0.22% hits; human platelet-rich plasma, SFLLRN dense granule ATP release, luminescence;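 active = mean replicate score, as percent of positive control, at or above 50; inconclusive = mean below 50 but at least one replicate at or above 50; inactive = mean and every replicate below 50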
aSyn 5UTR inh – 5' untranslated region of α-synuclein, MLPCN primary screen; inhibition, % (tested at 7.5 µM); alpha-synuclein 5'UTR reporter, inhibitor activity; 300,000 compounds, 0.82% hits; in the data active = inhibition above about 60%; inconclusive = no clear call, values can overlap the other calls;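 note: H4 neuroglioblastoma cells stably carrying SNCA 5'UTR luciferase fusion; 0% = DMSO wells and 100% = positive control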
AI-2 QS mod – modulates the Vibrio harveyi AI-2 quorum sensing system. Vibrio harveyi JMH597 AI-2 luminescence/OD600 ratio, 9 h; active compounds read low; strain lacks LuxN and CqsS sensors; 0 = neutral-control median. activity change, % at 7.5 µM. 300,000 compounds, 0.4% hits; in the data active = activity change below about -75%, passing the limit was not always enough; inconclusive = no clear call, values can overlap the other calls;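 note: luminescence divided by OD600 gain over 9 h not by final OD600 alone; inactives centre near 13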
KLF5 inh – suppresses KLF5 promoter-driven expression; DLD-1 KLF5 promoter-luciferase reporter, luminescence; inhibition, % at 5 µM; 290,000 compounds, 0.23% hits; AID 1700;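 active = inhibition above a per-plate limit of that plate's mean compound inhibition plus 3 SD, cut at about 60% in these data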;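 note: 0% = DMSO wells and 100% = LY294002 at 200 µM; higher means less KLF5 promoter-driven luciferase light; inactives centre near -14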
HIF act – HIF pathway transcriptional activation. U2OS HRE-luciferase reporter, luminescence; normalized: DMSO 0%, desferrioxamine 100%. activation, % at 7.5 µM (by protocol). 300,000 compounds, 0.32% hits. AID 1910;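 active = mean activation of at least 10% of the iron chelator positive control signal, with at least half of replicates also reaching 10%; inconclusive = mean and replicate majority disagree about reaching 10%; inactive = mean and most replicates under 10%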
The depositor's hits bear a star; ? = inconclusive; · = no result given.

SMILES	HDAC3 inhib	HSF-1 act	IEC-6 cytotox	HSP90 inh	HSF1 inh	Platelet DG rel	aSyn 5UTR inh	AI-2 QS mod	KLF5 inh	HIF act
Cc1nn(C)c(C)c1S(=O)(=O)N1CCC(C(=O)NC2CCCCCC2)CC1	0	0	-6	-6	-5	7	-21	17	-12	-0.1
CC1=C(C(=O)OCc2ccccc2)C(c2ccc(Br)cc2)NC(=O)N1CCCCCC(=O)O (stereo unspecified)	6	3	·	·	14	-3	12	-5	·	1.5
Cn1cccc1Cc1nnc(SCC(=O)NC2CCCC2)n1-c1ccc(F)cc1	-5	-5	1	-1	-3	3	5	23	-11	-0.3
CCOc1ccc(NC(=O)CSc2nnc(C)n2CC)cc1	-7	25	-6	-6	6	7	4	-19	-37	-12
CCc1cc2c(=O)c(-c3nc4ccccc4n3C)c(COCC(=O)O)oc2cc1O	2	-2	5	2	-7	-20	-81	29	19	-0.3
Cc1cc(Nc2ccccc2)nc(N)n1	-2	-11	6	2	-12	1	-22	5	6	-0.2
C=CCn1c(SCC(=O)Nc2ccccc2C)nnc1-c1ccncc1	0	-11	-5	1	3	0	-7	19	-36	0.0
O=C(Cn1cnc2ccccc2c1=O)N1CCc2ccccc2C1	-9	-2	-2	4	7	-3	-6	6	-21	0.2
COc1ccc(C)cc1S(=O)(=O)N(C)CC(=O)N1CCC(C)CC1	-1	-1	-8	-3	-2	1	2	24	-9	·
CC1CC(CC(C)C(=O)Nc2nncs2)C(=O)O1 (stereo unspecified)	-4	4	1	1	-5	-1	13	9	-16	-0.2
CC1CCN(C(=O)Cn2cc(SCC(=O)NCC3CCCO3)c3ccccc32)CC1 (stereo unspecified)	2	2	6	2	8	0	-2	8	-16	-0.1
Cc1cc2c(ccc3c2no[n+]3[O-])nn1	4	20	-5	5	-2	-7	-100	23	-2	-0.2
O=C(Cc1ccccc1F)NC1CCSc2ccccc21 (stereo unspecified)	0	-16	0	4	-4	13	-2	6	-3	-0.2
O=C(NCC(=O)N1CCCCCCC1)c1ccc(Br)o1	-7	-6	·	·	2	12	-12	10	·	0.6
O=C(N/N=C/c1ccccc1)c1[nH]ncc1Br	5	-30	-2	-2	-16	40	-118	15	-55	1.6
Cc1cccc(CC(=O)NCCN2CCCCC2)c1	-1	-8	9	7	3	1	14	5	7	0.0
CC1(OC(=O)c2cccs2)C(=O)C=C2C=C(C3CC3)OC=C2C1=O (stereo unspecified)	2	-22	·	·	-7	-1	-8	30	·	112*
Cc1ccc(Nc2nc(C(=O)N3CCC(C(=O)NCCN4CCOCC4)CC3)cs2)cc1	5	-13	-3	-4	2	-2	5	2	-2	-0.6
O=C1c2ccccc2-c2n[nH]c(=O)c3ccc(N4CCCCC4)c1c23	6	?	7	0	24	12	41	26	-15	-0.1
CC(=O)Cc1nsc(NC(=O)c2ccc(COc3ccccc3Cl)o2)n1	-2	3	-3	-3	-7	10	-25	28	-20	0.4
COc1ccc(-n2c3c(cc(C(=O)NCc4ccco4)c2=O)C(=O)CC(C)(C)C3)cc1	-3	-17	-6	3	-7	1	4	5	-9	-0.5
FC(F)(F)c1nc(NCc2ccccc2)c2nnn(Cc3ccccc3)c2n1	7	18	-2	1	2	20	1	-3	-18	-0.5
Cc1c(C(=O)Nc2ccccc2[N+](=O)[O-])csc1-c1ccccc1	4	61*	5	2	15	2	-142	1	-25	1.2
COc1cc(NC(=O)c2ccc(Br)o2)c(C(=O)O)cc1OC	-1	10	-2	3	-3	-2	-6	20	-52	1.7
C=CCN(c1ccccc1)S(=O)(=O)c1cccc(C(=O)Nc2ccncc2)c1	·	13	·	·	0	-2	-23	21	·	0.7
COCc1cc(CN2CCN(CCc3ccccc3)C(CCO)C2)ccc1OC (stereo unspecified)	7	190*	-2	2	155	9	-5	14	-40	-0.3
COC(=O)c1ccc(COc2cc([N+](=O)[O-])cc3cccnc23)cc1	·	0	2	0	-3	4	-16	28	-11	0.2
CC(=O)Oc1ccc(C(=O)Nc2nccs2)cc1	-7	14	·	·	21	3	-98	24	·	1.4
Cc1ccc(C)c(Nc2ncnc(N)c2[N+](=O)[O-])c1	-1	31	4	-2	-8	-2	12	20	12	0.0
COc1ccc(/C=N/NC(=O)C(=O)N2CCCCCC2)cc1	2	-12	-2	-3	3	2	9	22	-11	-0.2
CCCCCOc1ccc(NC(=O)C(=O)NCCCn2ccnc2)cc1	0	24	-1	7	2	-10	63*	20	-39	-0.6
CCOC(=O)C1C2C=CC3(CN(CCc4ccccc4)C(=O)C13)O2 (stereo unspecified)	-4	-26	0	-6	-12	0	7	30	-20	-3.8
CCN(CC)S(=O)(=O)c1ccc(N2CCCC2)c(NC(=O)Cc2ccccc2)c1	2	10	0	1	2	2	13	16	-27	-0.3
COc1cc(OC)c(OC)cc1CN1CCCC(C(=O)c2sccc2C)C1 (stereo unspecified)	-2	-10	-2	4	-7	2	14	11	1	-0.6
O=C(CN(Cc1ccccc1Cl)C(=O)c1csnn1)NCc1ccc(F)cc1	-1	-4	-2	-2	-5	3	6	13	-9	-2.2
NNC(=S)NC1CCCCC1	-5	2	4	1	-11	-3	4	21	-24	1.2
CCOC(=O)COc1ccc(S(=O)(=O)NCc2cccnc2)cc1	-3	12	3	5	-1	7	5	13	-17	-0.1
CCOc1ccc(CCNC(=O)Cn2nc(C)n3cccc3c2=O)cc1OCC	-3	-22	6	2	-4	-1	23	7	4	-0.3
O=C1c2ccccc2C(=O)N1CCCP(=O)(O)CCc1ccccc1	-5	-7	-5	1	-2	-4	-2	8	-16	-0.4
CCOC(=O)CC(Nc1nc(N2CCOCC2)nc(N2CCOCC2)n1)c1ccccc1Cl (stereo unspecified)	2	11	2	4	2	0	4	10	-8	-0.6
CCOC(=O)CNC(=O)CSc1nc(Cc2ccccc2)nc2ccccc12	-1	24	-4	-1	16	-4	2	14	-27	-1.0
C#CCSc1nc(N)c2c(n1)OC(N)=C(C#N)C2c1cccnc1 (stereo unspecified)	-1	10	4	-1	0	-5	12	25	-44	-0.1
COc1cc2ccccc2cc1C(=O)NC(=S)Nc1cc(C(=O)O)ccc1C	·	4	7	4	-3	-5	15	22	23	-0.8
COCCNc1c2c(nc3c(-c4ccccc4)c(C)nn13)CCCC2	6	-11	-2	1	-1	-1	37	15	-11	0.0
CCc1cc(=O)oc2c(C)c(O[C@@H]3O[C@H](CO)[C@@H](O)[C@H](O)[C@H]3O)ccc12	1	-20	5	-1	-6	-3	3	1	6	0.4
Cc1ccc(NS(=O)(=O)c2ccc(-c3coc(C)n3)cc2)c(Br)c1	6	-6	-3	-4	0	4	6	12	-16	0.4
Cc1cccc(-c2oc3ccc(-c4ccc5c(c4)OCO5)cc3c2-c2ccc(OC3CCCCO3)cc2)c1 (stereo unspecified)	-43	-12	·	·	1	0	11	19	·	-0.7
C=CCNC(=O)c1snnc1-c1ccccc1	7	-2	-1	-3	-7	-3	-2	12	-33	-0.1

The closing 2 compounds of the section above are carried over, then new ones follow:
SMILES	HDAC3 inhib	HSF-1 act	IEC-6 cytotox	HSP90 inh	HSF1 inh	Platelet DG rel	aSyn 5UTR inh	AI-2 QS mod	KLF5 inh	HIF act
Cc1cccc(-c2oc3ccc(-c4ccc5c(c4)OCO5)cc3c2-c2ccc(OC3CCCCO3)cc2)c1 (stereo unspecified)	-43	-12	·	·	1	0	11	19	·	-0.7
C=CCNC(=O)c1snnc1-c1ccccc1	7	-2	-1	-3	-7	-3	-2	12	-33	-0.1
C/C(Cc1ccccc1)=N\NC(=O)CNC(=O)c1ccccc1F	-7	16	-6	-6	-5	11	-10	3	-26	-0.5
Cc1ccc(NC(=O)CCCn2nc(C)c3c(C)n(-c4ccccc4)nc3c2=O)c(Cl)c1	-1	5	2	-5	-3	-5	16	4	-1	-0.1
COc1ccc(NC(=O)C2CCCN(S(C)(=O)=O)C2)c(OC)c1 (stereo unspecified)	-1	-18	-1	-2	-6	4	2	9	-33	-0.2
CCOC(=O)c1c(CSc2ccsc2)n(C)c2cc(Br)c(O)c(CN(C)C)c12	3	-1	1	7	7	-1	-24	17	11	-0.4
COc1ccc(C)cc1NC(=O)CCS(=O)(=O)c1ccc2c(c1)CCN2C(C)=O	-4	-3	-2	-1	-12	3	-5	21	-13	-0.5
Cc1ccc(-c2nn(Cc3ccccc3)cc2/C=C/C(=O)O)cc1	1	37	10	2	6	-2	8	9	-5	-0.1
CCn1c(COc2ccc(=O)n(-c3ccccc3)n2)nnc1SCc1ccccc1	-5	2	-3	1	20	-2	19	24	6	-0.1
Cc1ccc(S(=O)(=O)N2CCOCC2)cc1C(=O)Nc1ccc2c(c1)CCC2	2	11	0	1	2	-1	-32	16	4	0.6
Cc1csc2ncc(C(=O)N3c4ccccc4CC3C)c(=O)n12 (stereo unspecified)	-1	-19	4	-2	-8	-2	-24	30	-24	0.0
CCCC(=O)NNc1c2ccccc2nc2ccccc12	6	-10	4	-4	3	-10	-2	-5	-14	0.9
CCC(C(=O)NCCC1=CCCCC1)n1nc(C)c2c(C)n(-c3ccccc3)nc2c1=O (stereo unspecified)	1	17	6	4	16	-8	-5	8	-12	-0.4
COc1ccc(C(=O)CSc2nnc(-c3ccc(C)cc3)o2)cc1	-2	-7	0	-3	-1	0	-20	39	-5	0.0
O=C1NC2(CCc3ccccc32)C(=O)N1CCOc1ccc(Cl)cc1 (stereo unspecified)	-5	10	0	0	12	-2	6	19	-19	0.3
CN(C)CCCNc1oc(/C=C/c2cccs2)nc1S(=O)(=O)c1ccccc1	1	12	-3	0	6	-5	-14	-18	-11	-0.5
COc1ccc(OCC(=O)NCCCN2CCOCC2)cc1	-5	-10	-2	-2	-4	1	5	22	-35	0.1
CCOC(=O)C(NC(C)=O)(NC(C)C)C(F)(F)F (stereo unspecified)	-1	-1	1	3	-8	2	6	0	4	-0.4
CC1C(=NO)C(C)C(c2ccccc2)NC1c1ccccc1 (stereo unspecified)	1	5	7	7	4	4	20	23	-1	-0.5
O=C(C1CCC(CNc2c(N3CCOCC3)c(=O)c2=O)CC1)N1CCN(c2ccccc2)CC1 (stereo unspecified)	0	·	0	-4	·	·	·	·	-15	·
O=C(NC1CCCCC1)C(c1ccncc1)N(CC1CCCO1)C(=O)C(F)(F)F (stereo unspecified)	-4	-15	-4	-4	-6	5	0	14	-17	-0.1
CCN(CC)C(=O)C1CCCN(C(=O)c2oc3ccc(C)cc3c2C)C1 (stereo unspecified)	-3	10	5	0	-5	-13	3	17	-27	0.3
COc1ccc(NC(=O)N2CCN(c3nc(-c4cccc(OC)c4)cs3)CC2)cc1	-2	24	1	-3	7	-5	-41	17	-9	0.7
Cc1ccc(C(=O)O)cc1NC(=O)CSc1ncnc2sc3c(c12)CCC3	·	-9	2	-3	-13	1	-9	23	-6	0.2
Nc1c(Cl)ncnc1N/N=C/c1ccc2ccccc2n1	4	·	8	-2	·	·	·	·	-16	·
O=C(Nc1ccc2c(c1)oc1ccccc12)C1CC1	2	21	2	-4	23	1	-138	11	-52	4.0

Bioassay records from PubChem.
